From PubChem BioAssay
ERK EGF block: inhibitors of EGF-stimulated ERK signaling pathway | 130,000 tested, 0.41% active | Potency, µM (titrated, usually from 11.5 µM), inactives show at the top dose activity change, negative = inhibition, usual class: inhibitors | HEK293-V1b, EGF-stimulated phospho-ERK AlphaScreen; active = well fitted inhibition curve with a large enough effect; inconclusive = small, poorly fitted or top-dose-only effect, or effect the other way;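 also: plate controls were stimulated vehicle wells for no effect and unstimulated vehicle basal for full effect; nearly all actives have a fitted effect of over 55% in size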
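Homogeneous cell-based phospho-ERK assay: HEK293/V1b cells in 1% FBS, compound 30 min then EGF 5 min, AlphaScreen luminescence. Activity normalized between DMSO and 25 nM EGF controls; AC50 from Hill modelling.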
Active calls of the source: *; ? = inconclusive; [ ] = dose if it differs, or a comment. Potency is read from the fitted curve at half-maximal effect.

SMILES | ERK EGF block
CNCC(O)Cn1c(C(F)(F)F)nc2ccccc21 (stereo not drawn) | 4%
CN(C[C@H](Cc1ccccc1)N(C[C@H](c1ccccc1)N(CCc1ccccc1)N=O)N=O)N=O | -9%[57.5 µM]
COc1cc(/C=C/C(=O)OCC(=O)Nc2ccccc2Cl)cc(OC)c1OC | 3%
CC(Oc1ccc(Cl)cc1Cl)c1nc(-c2ccc(NC(=O)c3ccccn3)cc2)no1 (stereo not drawn) | 8%
Cc1noc(-c2ccc(Cl)cc2)c1C(=O)O/N=C(\N)c1ccc(C(C)(C)C)cc1 | -4%[57.5 µM]
COc1ccc(Cl)cc1C(=O)O/N=C(\N)c1ccncc1 | -23%[57.5 µM]
CCN1CCN(c2nc(N(C)c3ccccc3)nc(N)c2[N+](=O)[O-])CC1 | 2%[57.5 µM]
CC(C)c1ccc(NC(=O)N2CCCC2C(=O)Nc2ccc(-n3cnnn3)cc2)cc1 (stereo not drawn) | -4%
CSc1ccc(/C=N/N2CCN(c3ccccc3)CC2)cc1 | -6%
Cc1cc(C)c2ccc(/C=N/O)nc2c1O | ?
CCCCNC(=O)CCn1nc(-c2ccc(Cl)cc2)c2ccccc2c1=O | 3%[57.5 µM]
Cc1[nH]nc2c1C(c1ccc(-c3ccc(Cl)cc3)o1)C(C#N)=C(N)O2 (stereo not drawn) | 3%
C[C@@H]1Nc2ccc(Cl)cc2S(=O)(=O)N1 | -8%
Cc1cccc2c1N1C(=O)c3c(C(=O)O)cccc3C1CC2C (stereo not drawn) | -1%
CC(C)C(=O)N1CCC2(CC1)Oc1ccc(F)cc1C(=O)C21CC(c2ccccc2)=NO1 (stereo not drawn) | 8%[57.5 µM]
CC(=O)Nc1cc(C)nn1-c1nc(C)cc(C)n1 | -6%
Cc1cc(-c2csc3nc[nH]c(=S)c23)cc(C)c1C | -3%[57.5 µM]
Cc1ccc2cc(/C=N/Nc3nc4ccccc4[nH]3)c(Cl)nc2c1 | 2%
O=C1c2ccccc2C(O)N1Cc1cccs1 (stereo not drawn) | -14%[57.5 µM]
CCCc1c(C(=O)OCC)sc(N)c1C#N | -8%
COc1ccc2[nH]c(=O)c(CNc3ccc(C)cc3C)cc2c1 | 4%[57.5 µM]
COc1ccc(C(=O)NC(=S)NCc2cccnc2)cc1[N+](=O)[O-] | 3%
O=C(Nc1ccc(F)cc1)C1CCCN1S(=O)(=O)c1cccc2nsnc12 (stereo not drawn) | -5%[57.5 µM]
CO[C@@H](CCO)C[C@H]1O[C@H](C(=O)OC(C)C)CC[C@@H]1C | -1%
COc1cccc(C(=O)N(c2ccc(C)cc2)C2C=CS(=O)(=O)C2)c1 (stereo not drawn) | -4%
CCOc1ccc(N2CC(O)=C(c3nc4ccccc4c(=O)[nH]3)C2=N)cc1 | -3%
CCC(C)(C(=O)NC1CCCC1)N(Cc1cccs1)C(=O)c1ccccn1 (stereo not drawn) | 4%
Cc1occc1-c1nnc(SCC(=O)N2CCCCC2)o1 | -4%
O=C(C1=C[C@@H](C2CCCCC2)C[C@@H](OCCCCO)O1)N1CCOCC1 | -21%[57.5 µM]
CCOC(=O)c1ccccc1NC(=O)c1cccnc1 | 6%

Quoted from the listing.
COc1ccc2[nH]c(=O)c(CNc3ccc(C)cc3C)cc2c1 in ERK EGF block: 4%[57.5 µM]
Cc1cc(-c2csc3nc[nH]c(=S)c23)cc(C)c1C in ERK EGF block: -3%[57.5 µM]

More entries.
SMILES | ERK EGF block
N/C(COc1ncn(-c2ccccc2)n1)=N\S(=O)(=O)c1ccc(Cl)cc1Cl | 4%
CCOc1ccc(C(=O)Nc2cccc(NC(=O)c3cccs3)c2)cc1[N+](=O)[O-] | 4%
Cc1ccccc1Nc1c(-c2cccnc2)nc2ccc(Br)cn12 | -3%
O=C(CCCNC(=O)c1ccc(Cl)cc1)Nc1ccc(S(=O)(=O)Nc2ncccn2)cc1 | 0%[57.5 µM]
CN1CCN(c2ccc(CNS(=O)(=O)Cc3ccc(Cl)cc3)cc2)CC1 | 17%[57.5 µM]
NS(=O)(=O)c1ccc(NC(=O)COc2ncnc3c2cnn3-c2ccccc2)cc1 | 6%
S=c1[nH]c2ccccc2c2ccccc12 | -13%[57.5 µM]
O=C(Nc1ccc2c(c1)OCO2)c1sc2cc(Cl)ccc2c1Cl | -5%
CC(C)=C1C(=O)C(c2ccccc2)=C2CN3C(=O)N(CCc4ccccc4)C(=O)[C@]3(Cc3ccc(C(F)(F)F)cc3)[C@H]21 | -4%
CCOc1ccccc1NC(=O)CNS(=O)(=O)c1ccc2nc(C)sc2c1 | -6%
O=C(CN1CCN(c2ccc(O)cc2)CC1)Nc1cc(S(=O)(=O)N2CCCCC2)ccc1Cl | 1%
COc1ccc(-n2c(Cc3cccn3C)nnc2SCC(=O)Nc2cc(Cl)ccc2OC)cc1 | -12%
O=C1NC[C@H](Cc2ccc(O)cc2)N(CC2CCCCC2)C1=O | -16%[57.5 µM]
CC(=O)n1cc(/C=N/NC(N)=S)c2ccccc21 | -5%
O=[N+]([O-])c1ccc(C(=S)N2CCN(c3ccc(F)cc3)CC2)cc1 | ?

Part of the list above, field by field.
O=C(CN1CCN(c2ccc(O)cc2)CC1)Nc1cc(S(=O)(=O)N2CCCCC2)ccc1Cl
  ERK EGF block: 1%
COc1ccc(-n2c(Cc3cccn3C)nnc2SCC(=O)Nc2cc(Cl)ccc2OC)cc1
  ERK EGF block: -12%

Continued.
SMILES | ERK EGF block
CN(C)c1cccc(C(=O)OCC(=O)Nc2ccccc2-c2ccccc2)c1 | -1%
O=C(CN1C(=O)C2C3CCC(C3)C2C1=O)N1CCN(Cc2ccccc2)CC1 (stereo not drawn) | 0%
CC1(C)CC(N(Cc2ccc(F)cc2)C(=O)c2ccc(F)cc2)CCO1 (stereo not drawn) | -2%[57.5 µM]
COc1ccc2[nH]c(C(O)(Cc3cccnc3)Cc3cccnc3)cc2c1 | 8%
COc1ccccc1C(=O)NCCNC(=O)c1ccco1 | -4%
O=C(COC(=O)c1cc(=O)[nH]c2ccccc12)Nc1nc(-c2cccc(Br)c2)cs1 | 0%
Cn1c2c(c(=O)n(C)c1=O)C(c1ccccc1Cl)C(C#N)=C(N)O2 (stereo not drawn) | -6%[57.5 µM]
O=C(c1ccccc1F)N1CCCC(C(=O)N2CCN(c3ccccc3)CC2)C1 (stereo not drawn) | -11%[57.5 µM]
Nc1nc(Cl)cc(NCCc2ccccc2)n1 | -4%
Cc1noc(NC(=O)c2cccc(C(F)(F)F)c2)c1Cl | 9%
OC1(c2ccc(OC(F)F)cc2)CSC(=Nc2cccnc2)N1Cc1ccco1 (stereo not drawn) | ?
Cc1nc(SCCOc2ccccc2)[nH]c(=O)c1Cc1ccccc1 | -8%[57.5 µM]
CC(=O)/C(=N\Nc1ccccc1)Sc1cccc2cccnc12 | -8%
CN(C)S(=O)(=O)c1cccc(NC(=S)NN=C(Cc2ccccc2)Cc2ccccc2)c1 | -1%
CCC(=O)NNC(=O)c1cc(COc2cc(Cl)cc(Cl)c2)on1 | -4%[57.5 µM]
Cc1ccc(S(=O)(=O)Nc2ccccc2/C=N/c2nc3ccccc3n2C)cc1 | 4%
CCOCCCNCC(O)c1ccccc1 (stereo not drawn) | -5%
CCOc1ccccc1C(=O)Nc1cnn(Cc2ccc(F)cc2)c1 | 4%
COC(C(=O)NNC(=O)Cc1ccc(Cl)cc1)c1ccccc1 (stereo not drawn) | 5%[57.5 µM]
Cc1ccccc1C(=O)OC(C)CN1CCOCC1 (stereo not drawn) | -1%
COc1ccc2c(c1OC)C(=O)N(c1ccccc1)C2=O | 0%
Cc1cc(C(=O)OCC(=O)Nc2cccc(S(N)(=O)=O)c2)c2ccccc2n1 | 1%[57.5 µM]
CC(=O)OC1C=C[C@]2(C)C(CC(OC(C)=O)[C@@]3(C)C4=CC(=O)OC(c5ccoc5)[C@]4(C)CCC23)C1(C)C (stereo partly drawn) | 0%
CCC(=O)NCCC(c1ccco1)c1ccccc1OC (stereo not drawn) | 9%
CC(C)CCn1cnc2c(oc3nc4c(cc32)CCCC4)c1=O | 4%[57.5 µM]
Oc1ccccc1/C=C/c1noc(-c2ccccc2O)n1 | -8%
CCOC(=O)CC(NC(=O)CCc1c(C)nc2ncnn2c1C)c1ccc(C)cc1 (stereo not drawn) | -8%
O=C(CN1CCCC1)NC12CC3CC(CC(C3)C1)C2 | 2%
Cc1noc(C(F)(F)F)c1C(=O)NNC(=O)c1ccccc1 | 15%[57.5 µM]
CCc1ccccc1NC(=S)N(CCN1CCCCCC1)Cc1ccco1 | 1%
CC(=O)NNc1cc(N2CCOCC2)nc(N2CCOCC2)n1 | 30%
O=S(=O)(NCc1ccc(Cl)cc1Cl)c1ccc(N2CCOCC2)nc1 | 1%[57.5 µM]
NC(=O)c1c(NC(=O)Cn2nc(C(=O)O)c3ccccc3c2=O)sc2c1CCCC2 | ?
Cc1c(Cl)c([N+](=O)[O-])nn1CC(=O)N1CCN(Cc2ccccc2)CC1 | -1%
COc1ccc(C(CC(=O)N2CCCCC2)NC(=O)C(F)(F)F)cc1 (stereo not drawn) | 2%
COc1ccc(N(C(=O)c2cccc([N+](=O)[O-])c2)S(=O)(=O)c2cccs2)cc1 | -15%
N#Cc1c(-c2ccccc2F)cc(-c2cccnc2)nc1N | 9%
Cc1cccc(Cn2ccc(N)n2)c1 | 29%
CCS(=O)(=O)N1CCN(c2ccc(S(=O)(=O)N3CCOCC3)cc2)CC1 | 3%
CCOCCCNC(=O)CNC(=S)N(Cc1ccc(C)cc1)Cc1ccco1 | -3%
C#Cc1cccc(-n2nnc(C(C)=O)c2C)c1 | 7%[57.5 µM]
COc1cc(NC(=O)C2=C(N3CCOCC3)/C(=C\c3ccc(N(C)C)cc3)CCC2)cc(OC)c1OC | -4%
CN1[C@H](CC(=O)c2ccccc2)CCC[C@H]1C[C@@H](O)c1ccccc1 | -1%
S=C(NCc1ccco1)NCC1CCCO1 (stereo not drawn) | -8%
CCOc1ccccc1CNCCNC(=O)c1nonc1N | -13%[57.5 µM]
Cc1ccsc1/C=N/Nc1cccc(C(=O)O)c1 | 3%
O=C(NCCn1cc(SCc2ccccc2)c2ccccc21)c1c(F)cccc1F | ?
O=C1c2ccccc2C(=O)N1Cc1cnc(N2CCN(c3ccccc3)CC2)s1 | -3%
Cc1ccc(CNC(=O)C2CCCN(S(=O)(=O)c3c(C)noc3/C=C/N(C)C)C2)cc1 (stereo not drawn) | 1%[57.5 µM]
Cc1onc(-c2ccccc2Cl)c1C(=O)N1CCN(Cc2ccc3c(c2)OCO3)CC1 | 7%
C=CCOC(=O)N[C@@H](Cc1ccccc1)/C(C(=O)OC)=C(\C)NCc1ccccc1 | 0%
CC(C)C(=O)NNc1ccc(C(F)(F)F)cn1 | 3%[57.5 µM]
CCOC(=O)C1=C(c2ccc(OC)cc2)OC(N)=C(C#N)C1c1cccnc1 (stereo not drawn) | -4%[57.5 µM]
Cc1nnc(SCC(=O)N2CCCCC2)n1CC1CCCO1 (stereo not drawn) | -6%
O=C(CNc1cccc([N+](=O)[O-])c1)N/N=C/c1ccc([N+](=O)[O-])o1 | -9%
CCOCc1[nH]c(=S)[nH]c(=O)c1Cc1ccc(OCC(C)C)cc1 | 5%
NC(=O)CCC(NS(=O)(=O)c1ccc(Cl)cc1)C(=O)NCc1ccccc1 (stereo not drawn) | 4%
Cc1ccc(/C=C/C(=O)N2CCN(Cc3ccccc3)CC2)o1 | 5%
O=C(Nc1ccccc1[N+](=O)[O-])C1(c2ccccc2)CCOCC1 | ?
O=C(NC(=S)Nc1cccnc1)c1cc2ccccc2o1 | -8%

Next part.
SMILES | ERK EGF block
COCCSc1ccccc1C(=O)Nc1ccc(Cl)cc1 | -6%
COCCN1C=C2C(=O)C(C)(OC(=O)CCc3ccccc3)C(=O)C=C2C=C1c1ccc(C#N)cc1 (stereo not drawn) | 7%[57.5 µM]
Cc1[nH]nc(SCC(=O)NCc2ccccc2)c1[N+](=O)[O-] | 14%
C[C@H](NC(=O)OCc1ccccc1)C(=O)NNC(=O)[C@H](Cc1ccccc1)NC(=O)OC(C)(C)C | -15%[57.5 µM]
COC(=O)c1cc(C(=O)c2ccccc2)n2c(=O)/c(=C\N(C)C)sc12 | -12%[57.5 µM]
Cc1ccc(C)c(S(=O)(=O)NCc2ccc(C(=O)N3CC(C)OC(C)C3)cc2)c1 (stereo not drawn) | 5%
CC(=O)N(CN1C(=O)CCC1=O)c1ccc(Cl)c(Cl)c1 | 8%
Cc1cccc(C(=O)N[C@H](C(=O)Nc2nc3ccc(S(C)(=O)=O)cc3s2)C(C)C)c1 | -17%
COc1ccc(NC(=O)C2CCCN(S(=O)(=O)c3c(C)n[nH]c3C)C2)cc1OC (stereo not drawn) | 14%[57.5 µM]
CC(C)NC(=O)NC(=O)COC(=O)c1ncc(Cl)c(Cl)c1Cl | -12%
CC(C)CC(C(=O)NC1CCCC1)N(Cc1cccs1)C(=O)c1snc(C(N)=O)c1N (stereo not drawn) | 8%
CCCCNC(=O)C(=O)N/N=C/c1ccc(C(=O)OC)cc1 | -16%
COc1ccc(-c2c(C(C)=O)c(C)nc3sc4c(=N)n(N)cnc4c23)cc1 | -1%
C=CC[N+](C)(C)CCCNC(=O)/C=N/O | -10%

A portion of the library (hit frequency here may not be typical).
